Abeta yeast res = A-beta toxicity reversal in yeast; 410,000 tested, 0.063% active; yeast expressing A-beta42, growth rescue, OD600, 48 h; response scale: 0% DMSO, 100% iron-clioquinol control; Potency, µM (highest dose often 46.1 µM), for inactives: at the highest dose growth rescue, actives largely listed as activators; AID 1347071; further: potency means the concentration at half of the fitted maximal effect; nearly all actives have a fitted effect of over 55% in size
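Yeast growth medium received pinned compounds, then yeast cells expressing toxic A-beta were added; plates incubated at 30 C for 48 hr. Growth read as absorbance at 600 nm, normalized to DMSO and equimolar FeCl3 plus clioquinol controls.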
PLK1 PBD block = inhibitors of human PLK1 polo-box domain binding | P53350 | Plk1 PBD binding of FITC phosphopeptide, fluorescence polarization | Potency, µM, inactives show max response, negative = inhibition, hits mostly inhibitors | 360,000 tested, 2.8% active | AID 720504; further: potency means the concentration at half of the fitted maximal effect; series mostly up to about 57 µM; on the % scale 0 is the no-effect control and ±100 the full control effect; nearly all actives have a fitted effect of over 65% in size
FUS suppressor = suppressors of FUS proteinopathy in yeast. AID 1347120. S. cerevisiae FUS-expressing, growth rescue, OD600, 24 h. 390,000 tested, 0.24% active. Potency, µM (top dose mostly 76.6 µM), for inactives: top-dose growth rescue (activation), usual class: activators;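 further: potency means the concentration at half of the fitted maximal effect; plate controls were DMSO vehicle for no effect and reference control for full effect; nearly all actives have a fitted effect of over 55% in size; some results filed as inactive show a strong effect at the top dose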
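Compound concentration series was pinned onto galactose-induced FUS-expressing yeast seeded at OD 0.005. Plates sat 24hr at 30C; absorbance at 600 nm gave growth. DMSO served as background control.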
WRN helicase inh = blocks human WRN helicase; WRN helicase unwinding, fluorescent forked duplex, kinetic; Potency, µM (top dose mostly 114 µM), for inactives: at the highest dose activity change, negative = inhibition, most hits filed as inhibitors; 360,000 tested, 0.46% active; AID 651768; further: potency means the concentration at half of the fitted maximal effect; on the % scale 0 is the no-effect control and ±100 the full control effect; nearly all actives have a fitted effect of over 55% in size
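Screening of the MLSMR collection measured strand separation of a quenched forked DNA duplex (100 nM) by 20 nM WRN with 2 mM ATP, all final. Compounds were preincubated with enzyme 15 min at room temperature.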
EPAC1 antagonist = antagonists of human EPAC1; EPAC1 GEF assay, Rap1b-BODIPY-GDP exchange fluorescence; Potency, µM (titrated, usually from 115 µM), for the others: top-dose activity change, negative = inhibition, hits mostly inhibitors; 360,000 tested, 0.14% active; AID 720709;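 further: potency means the concentration at half of the fitted maximal effect; plate controls were vehicle for no effect and positive control for full effect; nearly all actives have a fitted effect of over 50% in size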
Target sequence (O95398 whole entry, looked up): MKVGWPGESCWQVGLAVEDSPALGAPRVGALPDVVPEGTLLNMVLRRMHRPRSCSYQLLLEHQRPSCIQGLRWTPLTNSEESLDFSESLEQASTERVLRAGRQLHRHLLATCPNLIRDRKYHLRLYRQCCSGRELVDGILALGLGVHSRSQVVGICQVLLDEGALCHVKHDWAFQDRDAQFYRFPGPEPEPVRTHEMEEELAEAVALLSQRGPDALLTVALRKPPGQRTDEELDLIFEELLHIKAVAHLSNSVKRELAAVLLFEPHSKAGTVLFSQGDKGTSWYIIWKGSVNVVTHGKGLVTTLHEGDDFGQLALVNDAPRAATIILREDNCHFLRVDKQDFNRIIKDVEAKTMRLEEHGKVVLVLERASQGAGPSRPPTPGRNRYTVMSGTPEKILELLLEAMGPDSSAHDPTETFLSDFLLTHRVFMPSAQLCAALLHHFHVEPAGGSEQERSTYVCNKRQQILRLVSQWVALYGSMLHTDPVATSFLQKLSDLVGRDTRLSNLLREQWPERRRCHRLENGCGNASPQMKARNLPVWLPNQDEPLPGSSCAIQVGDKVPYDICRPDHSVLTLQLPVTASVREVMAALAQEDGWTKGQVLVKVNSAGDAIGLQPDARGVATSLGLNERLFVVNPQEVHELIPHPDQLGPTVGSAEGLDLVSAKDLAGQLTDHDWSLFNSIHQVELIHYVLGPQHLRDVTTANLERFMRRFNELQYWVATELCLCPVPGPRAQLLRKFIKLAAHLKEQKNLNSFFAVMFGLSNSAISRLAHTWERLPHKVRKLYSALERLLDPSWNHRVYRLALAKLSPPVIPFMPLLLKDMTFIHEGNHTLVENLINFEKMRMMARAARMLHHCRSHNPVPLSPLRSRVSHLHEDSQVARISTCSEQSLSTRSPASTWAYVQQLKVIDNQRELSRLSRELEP
EPAC1 agonist = activates human EPAC1 exchange factor | 360,000 tested, 0.073% active | O95398 | EPAC1 agonist qHTS, biochemical assay; response scale: 100% = response to 6.5 mM cAMP | Potency, µM (highest dose often 154 µM), inactives show at the highest dose activation, hits mostly activators; further: potency means the concentration at half of the fitted maximal effect; nearly all actives have a fitted effect of over 60% in size
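Normalized to 6.5 mM cAMP, activity reflects EPAC1-catalysed release of BODIPY-GDP from Rap1B, followed kinetically over 30 min at 480 nm excitation, 540 nm emission. Reaction contained 100 nM EPAC1, 250 nM Rap1B-BODIPY-GDP, 50 uM GDP.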
PI5P4K alpha inh = PI5P4K alpha (human) kinase inhibition; PI5P4Kalpha enzyme, ADP-Glo luminescence, 60 min; active compounds read low; max response, %; 330,000 tested, 1.2% active; active means max response of -50% or lower; inconclusive means between -30% and -50%; inactive means -30% or higher; further: value at the top dose of about 77 µM; on the % scale 0 is the no-effect control and ±100 the full control effect
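Single end-point luminescence (ADP-Glo) quantified ADP from PI5P4Kalpha turnover; ATP 5 microM final, 1 h at RT, 0.1% CHAPS and 0.28 mM EGTA in HEPES pH 7.4.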
IL-2 act = activates IL-2 in a cell-based reporter assay; IL-2 activation reporter assay, cell-based qHTS; stimulated with anti-CD3/CD4/CD28 beads; in transgenic mouse T cells; AID 652025; 360,000 tested, 0.065% active; activation, % (series mostly up to about 46 µM); in the data active means activation above about 50%; inconclusive means mostly about 30% to 49%; further: 0% is about no effect
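EGFP and DsRed fluorescence is measured by plate cytometry in unstimulated transgenic mouse T cells exposed to compound for 60 minutes, then stimulated 18 hours at 37 degrees C with anti-CD3/anti-CD4 beads plus anti-CD28.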
An asterisk follows results filed as active; [ ] = dose if it differs, or a comment. Unless noted, the call rests on the fitted dose curve; in most records, active means well fitted curve in the direction sought with a large enough effect; inconclusive means small, poorly fitted or top-dose-only effect, or another doubt; inactive means no such curve, though single readings can be large; an effect the other way counts as inactive or inconclusive.

Screening O=C(CN1C(=O)NC(c2ccccc2)(c2ccccc2)C1=O)Nc1cccnc1Cl returned Abeta yeast res 6%, PLK1 PBD block -2%, FUS suppressor 17%, WRN helicase inh -5%, EPAC1 antagonist -7%, EPAC1 agonist 2%, PI5P4K alpha inh 3 and IL-2 act -1.1.
For COc1cccc(NC(=O)CCC2CCN(Cc3nccs3)CC2)c1 the results were Abeta yeast res 14%, PLK1 PBD block 1%, FUS suppressor 16%, WRN helicase inh -17%, EPAC1 antagonist 0%, EPAC1 agonist -5%, PI5P4K alpha inh 3 and IL-2 act 0.0.
Screening CCOC(=O)C(=O)/C(C#N)=C/Nc1ccccc1 returned Abeta yeast res -4%, PLK1 PBD block -6%, WRN helicase inh -5%, EPAC1 antagonist -5%, EPAC1 agonist -10%, PI5P4K alpha inh -14 and IL-2 act -2.9.
Screening COCOCCn1cc(CN2CCS(=O)(=O)N(Cc3ccc(-c4ccc(C)cc4)cc3)C(C(C)C)C2=O)nn1 (stereo not drawn) returned Abeta yeast res -9%, PLK1 PBD block -5%, FUS suppressor inconclusive, WRN helicase inh 3%, EPAC1 antagonist -5%, EPAC1 agonist 3%, PI5P4K alpha inh 10 and IL-2 act 0.5.
For COc1ccc(C(=O)Nc2ccccc2N2CCOCC2)cc1Br the results were Abeta yeast res -9%, PLK1 PBD block 0%, FUS suppressor 16%, WRN helicase inh -1%, EPAC1 antagonist 6%, EPAC1 agonist 6%, PI5P4K alpha inh -4 and IL-2 act -1.5.
For CCOC(=O)[C@]12CCCC=C1N(Cc1ccccc1)C(=O)[C@H](CC(=O)NCCCN1CCCC1=O)C2 the results were Abeta yeast res -4%, PLK1 PBD block 4%, FUS suppressor 7%, WRN helicase inh -2%, EPAC1 antagonist -1%, EPAC1 agonist 0%, PI5P4K alpha inh -6 and IL-2 act -0.1.
COc1cccc(NC(=O)c2ccc3c(c2)CCCC3)c1 was read as Abeta yeast res -25%, PLK1 PBD block 9%, FUS suppressor -4%, WRN helicase inh -4%, EPAC1 antagonist -7%, EPAC1 agonist 7%, PI5P4K alpha inh -12 and IL-2 act 0.2.
`COC(=O)c1cc(CSc2nnc(-c3ccccc3)c(-c3ccccc3)n2)oc1C` gave Abeta yeast res 5%, PLK1 PBD block -26%, FUS suppressor 11%, WRN helicase inh -4%, EPAC1 antagonist 12%, EPAC1 agonist -2%, PI5P4K alpha inh -16 and IL-2 act -0.5.
Screening Cc1ccc(C(=O)/C=C/Nc2ccc(S(=O)(=O)Nc3onc(C)c3C)cc2)cc1 returned Abeta yeast res -1%, PLK1 PBD block -14%, FUS suppressor 2%, WRN helicase inh -31%, EPAC1 antagonist -8%, EPAC1 agonist -13%, PI5P4K alpha inh -4 and IL-2 act -0.5.
For CCOC(=O)C1=C(COC(=O)CNC(=O)c2ccc(C)cc2)NC(=O)NC1C (stereo not drawn) the results were Abeta yeast res 1%, PLK1 PBD block -3%, FUS suppressor 7%, WRN helicase inh 14%, EPAC1 antagonist 13%, EPAC1 agonist -6%, PI5P4K alpha inh -13 and IL-2 act -2.3.
`COc1ccc(-c2noc(N3CCC(C(=O)Nc4cc(OC)ccc4OC)CC3)n2)cc1` gave Abeta yeast res 7%, PLK1 PBD block -8%, FUS suppressor inconclusive, WRN helicase inh -7%, EPAC1 antagonist 5%, EPAC1 agonist 3%, PI5P4K alpha inh 0 and IL-2 act -1.7.
Screening CC(C)CN(CC(C)C)S(=O)(=O)N1CCC(C(=O)NCc2cccs2)CC1 returned Abeta yeast res 10%, PLK1 PBD block -10%, FUS suppressor 21%, WRN helicase inh -14%, EPAC1 antagonist -17%, EPAC1 agonist -19% and IL-2 act -2.9.
`CC(C)NC(=O)c1onc(CSc2cccc3ccccc23)c1C(=O)O` gave Abeta yeast res 5%, PLK1 PBD block -18%, FUS suppressor -3%, WRN helicase inh -4%, EPAC1 antagonist -11%, EPAC1 agonist -6%, PI5P4K alpha inh -19 and IL-2 act 0.2.
For Cc1cc(NC(=O)CCC(=O)N(CC(=O)NCC2CCCO2)c2ccc(C(C)C)cc2)no1 (stereo not drawn) the results were Abeta yeast res -13%, PLK1 PBD block -3%, FUS suppressor 31%, WRN helicase inh 10%, EPAC1 antagonist 3%, EPAC1 agonist -8%, PI5P4K alpha inh 0 and IL-2 act -0.5.
CCN(C(=O)COC(=O)Cn1c(=O)oc2ccccc21)c1c(N)n(Cc2ccccc2)c(=O)[nH]c1=O was read as Abeta yeast res -8%, PLK1 PBD block 1%, FUS suppressor 0%, WRN helicase inh 4%, EPAC1 antagonist 5%, EPAC1 agonist 2%, PI5P4K alpha inh -2 and IL-2 act 0.2.
COc1cccc(NC(=O)c2ccc3nc(C)c(N(C)Cc4ccc(NC(C)=O)cc4)n3c2)c1 was read as Abeta yeast res 8%, PLK1 PBD block -2%, FUS suppressor -14%, WRN helicase inh -5%, EPAC1 antagonist -12%, EPAC1 agonist -17%, PI5P4K alpha inh -3 and IL-2 act 0.0.
Screening O/N=C/c1cc(Br)cc(Br)c1OCc1ccccc1 returned Abeta yeast res -19%, PLK1 PBD block -8%, FUS suppressor 10%, WRN helicase inh -9%, EPAC1 antagonist -9%, EPAC1 agonist 4%, PI5P4K alpha inh 0 and IL-2 act 0.3.
Screening c1ccc(-c2csc(N3CCN(c4ccccn4)CC3)n2)cc1 returned Abeta yeast res -22%, PLK1 PBD block -4%, FUS suppressor 25%, WRN helicase inh -3%, EPAC1 antagonist -3%, EPAC1 agonist 7% and IL-2 act -0.6.
Cn1c(N)c(C(=O)COC(=O)C2CC(=O)N(Cc3ccccc3)C2)c(=O)n(C)c1=O (stereo not drawn) was read as Abeta yeast res -2%, PLK1 PBD block 4%, FUS suppressor 7%, WRN helicase inh 0%[57.1 µM], EPAC1 antagonist -19%, EPAC1 agonist 4%, PI5P4K alpha inh -8 and IL-2 act -0.1.
Screening Cc1nc(NC(=O)C2CC2)sc1C(=O)Nc1ccccc1Cl returned Abeta yeast res -11%, PLK1 PBD block -6%, FUS suppressor -12%, WRN helicase inh -3%, EPAC1 antagonist -11%, EPAC1 agonist -8%, PI5P4K alpha inh -3 and IL-2 act 1.7.
For CCCCNS(=O)(=O)CCNCc1ccco1 the results were Abeta yeast res -20%, PLK1 PBD block inconclusive, FUS suppressor -37%, WRN helicase inh 4%, EPAC1 antagonist -12%, EPAC1 agonist 0%, PI5P4K alpha inh 3 and IL-2 act -0.1.
CCOC(=O)N1CC=C2C(C#N)=C(N)C(C#N)(C#N)[C@H](c3ccc(OC(C)C)c(OCC)c3)[C@H]2C1 was read as Abeta yeast res 11%, PLK1 PBD block -6%, FUS suppressor 16%, WRN helicase inh -8%, EPAC1 antagonist -30%, EPAC1 agonist 5%, PI5P4K alpha inh 4 and IL-2 act -0.3.
For C/C(=N\NC(=O)c1ccc(Br)cc1)c1ccccc1 the results were Abeta yeast res -17%, PLK1 PBD block -4%, FUS suppressor 7%, WRN helicase inh -11%, EPAC1 antagonist 17%, EPAC1 agonist 14%, PI5P4K alpha inh 1 and IL-2 act -0.4.
O=C(c1cc2cc(Cl)ccc2[nH]1)N1CCN(C(=O)c2ccco2)CC1 was read as Abeta yeast res 1%, PLK1 PBD block -24%, FUS suppressor 18%, WRN helicase inh -4%, EPAC1 antagonist 4%, EPAC1 agonist 1%, PI5P4K alpha inh inconclusive and IL-2 act -0.2.
Screening Cn1c(=O)n(C)c2cc(/C=N/NC(=O)c3ccc(Cl)cc3)ccc21 returned Abeta yeast res 7%, PLK1 PBD block 30µM*, FUS suppressor 3%, WRN helicase inh -12%, EPAC1 antagonist -26%, EPAC1 agonist -11%, PI5P4K alpha inh -9 and IL-2 act -0.7.
`COc1ccc2sc(-c3ccccc3OC)c(-c3ccc(OC)c(F)c3)c2c1` gave Abeta yeast res -4%, PLK1 PBD block -1%, FUS suppressor 13%, WRN helicase inh -10%, EPAC1 antagonist -5%, EPAC1 agonist 3%, PI5P4K alpha inh 13 and IL-2 act -1.4.
Screening COCCC(=O)Nc1ccc2c(c1)CN(C(=O)CCOC)CC2 returned Abeta yeast res 6%, PLK1 PBD block -19%, FUS suppressor 1%, WRN helicase inh 4%, EPAC1 antagonist 1%, EPAC1 agonist 0%, PI5P4K alpha inh -4 and IL-2 act -1.6.
For COc1ccccc1OCCNC(=O)c1cccc(S(=O)(=O)NCc2ccccc2)c1 the results were Abeta yeast res 16%, PLK1 PBD block -2%, FUS suppressor 1%, WRN helicase inh -6%, EPAC1 antagonist 7%, EPAC1 agonist 3%, PI5P4K alpha inh 7 and IL-2 act 2.8.
For Cc1ccc(C)c(S(=O)(=O)NCc2ccc(C(=O)N3CCOCC3)cc2)c1 the results were Abeta yeast res 7%, PLK1 PBD block -14%, FUS suppressor -2%, WRN helicase inh 7%, EPAC1 antagonist -11%, EPAC1 agonist -1%, PI5P4K alpha inh 6 and IL-2 act 0.0.
For CC1(C)CC(NC(=O)COc2ccc(Cl)cc2Cl)CC(C)(C)N1 the results were Abeta yeast res -1%, PLK1 PBD block 3%, FUS suppressor -10%, WRN helicase inh 4%, EPAC1 antagonist 14%, EPAC1 agonist -8%, PI5P4K alpha inh -7 and IL-2 act 0.3.
Screening O=C(CCNS(=O)(=O)c1ccccc1)N1CCCCCC1 returned Abeta yeast res 10%, PLK1 PBD block -2%, FUS suppressor 5%, WRN helicase inh -11%, EPAC1 antagonist 10%, EPAC1 agonist 4%, PI5P4K alpha inh 1 and IL-2 act -0.8.
O=C1CCCN1CCCNc1ncnc2sccc12 was read as Abeta yeast res 0%, PLK1 PBD block -6%, FUS suppressor -19%, WRN helicase inh -4%, EPAC1 antagonist 9%, EPAC1 agonist 9%, PI5P4K alpha inh -10 and IL-2 act -0.3.
`N#CC1CN(Cc2ccccc2)CN(Cc2ccccc2)C1` gave Abeta yeast res -11%, PLK1 PBD block -10%, FUS suppressor 5%, WRN helicase inh 4%, EPAC1 antagonist 10%, EPAC1 agonist 1%, PI5P4K alpha inh 3 and IL-2 act 0.2.

Reprinted at random: two records from the list, in no set order.
CCOC(=O)N1CC=C2C(C#N)=C(N)C(C#N)(C#N)[C@H](c3ccc(OC(C)C)c(OCC)c3)[C@H]2C1 was read as Abeta yeast res 11%, PLK1 PBD block -6%, FUS suppressor 16%, WRN helicase inh -8%, EPAC1 antagonist -30%, EPAC1 agonist 5%, PI5P4K alpha inh 4 and IL-2 act -0.3.
Screening COCCC(=O)Nc1ccc2c(c1)CN(C(=O)CCOC)CC2 returned Abeta yeast res 6%, PLK1 PBD block -19%, FUS suppressor 1%, WRN helicase inh 4%, EPAC1 antagonist 1%, EPAC1 agonist 0%, PI5P4K alpha inh -4 and IL-2 act -1.6.

Bioassay records from PubChem.
